Assay outcomes from PubChem BioAssay.
VLA-4 inh: inhibition in a human VLA-4 binding assay | P13612 | VLA-4 expressing cells, ligand binding flow cytometry | inhibition, % (about 7 µM as worked out from the volumes in the protocol) | actives 0.2% (n = 330,000) | AID 2557; in the data active = inhibition above about 50%
PME-1 inh: blocks human protein phosphatase methylesterase 1. Q9Y570. recombinant PME-1, FP-Rh probe fluorescence polarization. inhibition, % at 5.9 µM. actives 0.53% (n = 320,000). AID 2130;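 active = inhibition above the campaign mean of all compounds plus 3 SD, cut at about 26% in these data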;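 also: competitive labeling of PME-1 active site by serine hydrolase directed probe; 0% = PME-1 with DMSO and 100% = wells lacking PME-1 enzyme; inhibitors block probe labeling so polarization falls and inhibition rises; many of its hits are not listed in these tables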
GRK2 inh: inhibitors of human GRK2 displacing RNA aptamer. P25098. bead flow cytometry, FAM-aptamer displacement from GRK2. inhibition of aptamer binding, % at 10 µM. actives 0.59% (n = 330,000);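 active = inhibition of aptamer binding above 40%, roughly 3 SD of noise, on plates passing a quality check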;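 also: median bead fluorescence of bound FAM aptamer so fluorescent compounds give negative values; no value below 0 was filed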
Bcl-xL primary: inhibitors of human Bcl-xL | GST-Bcl-xL / FITC-Bim BH3 peptide fluorescence polarization | inhibition, % at 10.9 µM | actives 0.7% (n = 320,000);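 active = inhibition above the mean of all tested compounds plus 3 SD, cutoff set per campaign, cut at about 30% in these data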;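 also: 0% = DMSO wells and 100% = unlabeled Bim-BH3 peptide competitor; inhibitors lower millipolarization by displacing the labeled peptide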
Fam108B inh: Fam108B inhibition, counter-screen for RBBP9 inhibitors; recombinant Fam108B, FP-Rh probe fluorescence polarization; inhibition, % at 9.51 µM; actives 0.33% (n = 300,000); AID 1947;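 active = inhibition above the screen mean inhibition plus 3 SD, computed separately per campaign, cut at about 18% in these data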;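 also: inhibitors lower polarization as less probe binds the enzyme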
GLD-1 RNA inh: GLD-1-TGE RNA interaction inhibition (C. elegans); Q17339; purified GLD-1 + fluorescein TGE RNA, fluorescence polarization; inhibition, % at 5.96 µM; actives 0.44% (n = 320,000); AID 2280;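 active = percent inhibition above a per-plate cutoff, the plate mean of test compounds plus 3 SD, cut at about 30% in these data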;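 also: 0% = DMSO wells with GLD-1 and probe and 100% = wells lacking GLD-1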
Target sequence (Q17339 whole entry, looked up): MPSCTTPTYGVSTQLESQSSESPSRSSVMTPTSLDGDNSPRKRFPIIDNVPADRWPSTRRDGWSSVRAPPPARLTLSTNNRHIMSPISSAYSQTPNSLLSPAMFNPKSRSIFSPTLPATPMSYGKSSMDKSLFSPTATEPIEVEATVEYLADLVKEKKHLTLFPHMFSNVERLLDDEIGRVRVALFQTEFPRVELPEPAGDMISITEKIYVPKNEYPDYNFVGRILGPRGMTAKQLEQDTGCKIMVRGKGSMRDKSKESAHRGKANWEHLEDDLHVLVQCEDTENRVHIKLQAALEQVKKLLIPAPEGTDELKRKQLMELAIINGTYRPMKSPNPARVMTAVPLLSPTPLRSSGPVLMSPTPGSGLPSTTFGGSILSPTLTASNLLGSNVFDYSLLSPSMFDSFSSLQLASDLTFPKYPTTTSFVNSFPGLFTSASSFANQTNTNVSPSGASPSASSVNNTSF
MCL1-BIM inh: disrupts human MCL1 binding to BIM-BH3 peptide | actives 0.68% (n = 320,000) | GST-MCL1 / FITC-Bim-BH3 fluorescence polarization | inhibition, % at 10.9 µM | AID 2057 | Q07820;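 active = inhibition above the mean inhibition of all tested compounds plus 3 SD, set per campaign, cut at about 40% in these data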;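 also: 0% = DMSO wells and 100% = unlabeled Bim-BH3 peptide control; higher means more loss of mP so more displacement of Bim peptide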
Efflux pump mplx: blocks antifungal efflux pumps in multiplex yeast assay; S. cerevisiae Candida pump triplex, Nile Red efflux; inhibition, % at 10 µM; actives 0.44% (n = 330,000); AID 485275;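 active = plate passing quality check with inhibition over a set limit, or well fluorescence over plate mean plus 4 SD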;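 also: Nile Red retained in pooled yeast measured as flow cytometry median fluorescence; 0% = buffer negative control and 100% = Enniatin B positive control; higher means more Nile Red kept so more efflux inhibition; some compounds called inactive have numbers as strong as hits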
MEX-5 binding: C. elegans MEX-5 TCR-2 RNA binding activity. actives 0.38% (n = 300,000). activity score (negative = inhibition of binding), % at 10 µM. MEX-5/FITC-TCR2 RNA binding, fluorescence polarization; stronger effect = lower value;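 active = inhibition past about -25% in most replicates, and total fluorescence under double the plate's negative control median, limit read from the data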;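 also: 0% = DMSO and -100% = 5 µM competing unlabeled TCR2 RNA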
Target sequence (Q9XUB2 whole entry, looked up): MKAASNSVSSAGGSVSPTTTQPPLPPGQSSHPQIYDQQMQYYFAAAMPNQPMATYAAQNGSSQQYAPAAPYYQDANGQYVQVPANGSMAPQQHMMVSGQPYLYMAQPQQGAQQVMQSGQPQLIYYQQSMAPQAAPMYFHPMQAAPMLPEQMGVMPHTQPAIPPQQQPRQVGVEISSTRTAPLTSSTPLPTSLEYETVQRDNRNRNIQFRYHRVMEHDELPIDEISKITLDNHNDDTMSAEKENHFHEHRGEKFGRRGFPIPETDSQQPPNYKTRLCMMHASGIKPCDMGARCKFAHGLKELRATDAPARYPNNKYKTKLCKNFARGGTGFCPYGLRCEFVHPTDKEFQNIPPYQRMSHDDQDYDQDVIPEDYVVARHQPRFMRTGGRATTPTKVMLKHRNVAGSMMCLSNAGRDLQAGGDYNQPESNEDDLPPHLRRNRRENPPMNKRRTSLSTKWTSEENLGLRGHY
* hit, by the source's call; i = inactive; . = not tested or not shown. The list is partial (hit frequency here may not be typical).

canonical_smiles	VLA-4 inh	PME-1 inh	GRK2 inh	Bcl-xL primary	Fam108B inh	GLD-1 RNA inh	MCL1-BIM inh	Efflux pump mplx	MEX-5 binding
O=S(=O)(Nc1ccc(F)cc1)N1CCCCCC1	-6	1	1	3	-1	3	7	-0.1	.
COc1cc2cc(C)nc(Cc3cccc4ccccc34)c2cc1OC	34	-4	0	1	-2	6	3	0.0	-0.9
CC(=O)Nc1ccc(S(=O)(=O)NCCNc2ccccc2[N+](=O)[O-])cc1	-1	12	1	4	4	4	2	0.0	-1.7
CCOc1ccc2c(=O)c(Oc3ccccc3OCC)coc2c1	0	-5	1	1	2	5	-1	-0.1	2.3
Cc1ccc(NC(=S)NCCN(C2CCCCC2)C2CCCC2)cc1C	9	-10	0	5	3	9	11	0.2	3.5
COc1ccccc1NC(=O)CCN1C(=O)C2CC=C(Cl)CC2C1=O (stereo not drawn)	8	-1	2	5	2	5	5	-0.1	1.9
NS(=O)(=O)c1ccc(N/N=C/c2cn(-c3ccccc3)nc2-c2cccs2)cc1	11	20	0	-2	12	4	1	0.1	-1.9
O=C1CN(S(=O)(=O)c2cc(Cl)ccc2Cl)c2ccccc2N1	-8	1	0	9	2	1	9	-0.2	-0.2
Cc1nn(Cc2cccc(C(=O)NC34CC5CC(CC(C5)C3)C4)c2)c(C)c1Br	0	-11	1	-3	-9	1	-1	0.3*	1.2
Cn1c(=O)c2c(nc(Sc3ncccn3)n2Cc2ccc(Cl)cc2)n(C)c1=O	1	-2	5	4	4	3	2	-0.1	-0.4
O=C(CO/N=C\c1ccccc1)Nc1ccccc1C(=O)N1CCOCC1	9	0	0	1	1	-2	-1	2.7	0.3
COc1ccc(NC(=S)N2CCN(C(c3ccccc3)c3ccccc3)CC2)cc1OC	7	10	5	1	1	2	-6	0.2	.
CC[n+]1c(/C=C/C=C/N(C(C)=O)c2ccccc2)sc2cc(OC)ccc21	i	-314	80*	1	-302	24	-43	3.5*	.
Cc1cccc(NC2=NC(=S)N(c3cccc(C(=O)O)c3)C23CCCCC3)c1	10	3	2	5	0	3	12	0.1	1.1
COc1cc(=O)n(C)c2c(OCC(O)C(C)(C)O)cccc12 (stereo not drawn)	4	3	0	15	4	4	10	-0.1	.
Cc1ccc(NC2=C(N3CCOCC3)C(=O)c3ccccc3C2=O)cc1	-3	7	2	5	11	-4	1	0.1	-2.9
CN1CCN(NC(=O)c2ccc(Cl)s2)CC1	12	-7	0	-2	0	1	-1	0.1	3.2
CC(C)Cc1nnc(NC(=O)c2cccc(S(=O)(=O)N3CCOCC3)c2)s1	-5	-7	0	3	.	0	-3	-0.3	.
Cc1ccc(-n2c(SCC(=O)Nc3ccc(C(=O)O)cc3)nnc2-c2ccncc2)cc1	9	5	0	5	-4	1	7	0.1	-2.8
NC1=NC(=O)/C(=C/c2ccc(Cl)cc2Cl)S1	13	-2	0	4	-1	-1	0	0.2	-2.0
COC(=O)c1ccccc1NC(NC(=O)c1ccco1)C(=O)c1ccccc1 (stereo not drawn)	10	-4	3	2	1	0	2	0.1	2.4
O=C(COc1cccc(Cl)c1)Nc1ccc2c(c1)CCC2	10	-3	0	2	-6	3	3	0.1	0.6
O=C(Nc1ccc2c(c1)OCO2)c1ccc(Br)s1	-5	3	0	1	-1	7	8	0.2	1.5
CCc1noc(C)c1C(=O)OCC(=O)NC(C)c1ccccc1 (stereo not drawn)	0	-1	0	-2	.	0	-6	0.0	.
CC(=O)N1CCCc2cc(S(=O)(=O)Nc3ccccc3C)ccc21	6	3	8	5	3	-2	-5	-0.2	-0.9
COc1ccccc1CNc1ncccn1	6	-2	1	2	-7	1	9	0.3	-0.8
COc1ccc(N(C(C)=O)S(=O)(=O)c2cc(OC)ccc2OC)cc1	1	-2	1	9	-4	6	5	-0.1	2.8
COc1ccc(C2(NC(C)=O)CCN(C(=O)CCC(=O)O)CC2)cc1	-1	-4	2	1	-1	0	3	-0.1	-1.7
COc1ccc(-n2c(-c3ccco3)nc3c(cnn3-c3ccccc3C)c2=O)cc1	4	-5	0	-2	2	7	3	0.2	3.1
Nc1ccc(C(=O)OCC(=O)c2cccc([N+](=O)[O-])c2)cc1	9	-3	4	-9	-4	-6	-10	0.2	1.5
CSc1nnc(-c2cc3c(-c4ccccc4)nn(C)c3s2)n1C	14	-7	2	1	1	1	0	0.1	0.2
CCCOc1ccc(S(=O)(=O)N2CCOCC2)cc1[N+](=O)[O-]	5	-2	0	2	3	-2	3	-0.1	0.6
Clc1cccc(OCc2nc(-c3ccncc3)n[nH]2)c1	3	-5	21	-3	-1	4	-5	0.2	4.8
Cc1cc(-c2ccc(/C=N/n3cnnc3)o2)c(C)c([N+](=O)[O-])c1	5	2	1	8	5	-2	9	0.0	-1.7
S=c1[nH]nc(-c2cccc(Cl)c2)n1Cc1ccccc1	27	5	0	-22	-1	0	-27	0.0	-0.2
Cc1cccc(N2CCN(C(=O)c3ccc4nc(N5CCCCC5)sc4c3)CC2)c1C	2	1	0	3	0	6	4	0.0	-0.3
Cc1ccc(-c2cc(-c3ccccc3)[nH]c(=S)c2C#N)cc1	6	6	4	16	8	-3	16	0.1	1.8
O=C(O)c1ccc(N=NN2CCCCC2)cc1	3	-5	0	3	0	2	9	0.0	-0.3
COc1ccc(CC(=O)OCC(=O)NCc2ccccc2Cl)cc1	6	0	0	-1	7	-1	-14	0.4	-2.8
COc1cc(C=O)cc(OC)c1OS(=O)(=O)c1ccc(NC(C)=O)cc1	-2	-2	0	5	-3	4	4	0.2	0.7
CC(C)CC(NS(=O)(=O)c1ccc2c(c1)oc(=O)n2C)C(=O)NCc1cccnc1 (stereo not drawn)	0	-5	2	0	0	4	3	-0.2	-3.7
CCOC(=O)CSc1nnc(-c2cccnc2)n1C	9	-6	0	4	-3	1	9	0.0	-0.4
Cc1ccc(/C=N/n2c(COc3ccccc3)n[nH]c2=S)o1	10	7	1	-28	0	-4	-13	0.1	0.7
COc1ccccc1-c1nc(=S)c(C(C)=O)c(C)[nH]1	-3	-8	1	1	-5	-11	-8	0.4	0.4
CCOC(=O)N1CCN(C(=O)Cc2ccccc2[N+](=O)[O-])CC1	0	-12	1	9	-5	3	-3	-0.1	0.6
COc1cccc(C2C(C(=O)c3cc4ccccc4o3)=C(O)C(=O)N2c2cc(C)on2)c1OC (stereo not drawn)	-5	-2	7	0	3	-3	3	-0.2	0.7
Nc1nonc1-n1nnc(C(=O)N/N=C/c2ccccc2Cl)c1CN1CCOCC1	16	-3	0	8	4	4	-2	-0.1	-0.1
OCC1(Cc2ccccc2C(F)(F)F)CCN(Cc2ccccc2)CC1	7	-11	0	2	0	8	-5	-0.1	0.3
Cn1c(=O)n(CCOc2ccc([N+](=O)[O-])cc2)c2ccccc21	-6	1	1	4	2	1	5	-0.1	2.0
Cc1ccc(Nc2nc(CSc3nnc(-c4ccccc4)n3C)cs2)cc1	0	6	0	10	5	1	4	0.0	-0.3
COc1ccccc1C(=O)NC(CCSC)C(=O)OCC(=O)c1ccc[nH]1 (stereo not drawn)	0	-5	0	1	1	4	1	0.1	0.3
CC(=O)N1CCN(c2nc(-c3ccco3)c3c(c2C#N)CC(C)(C)SC3)CC1	11	4	0	12	0	5	8	0.1	-2.7
COc1ccccc1N(C(=O)c1snc(C(N)=O)c1N)C(C(=O)NC1CCCC1)c1ccc2ncccc2c1 (stereo not drawn)	4	2	2	-1	-1	6	5	0.0	-0.3
COC(=O)c1ccc(N=Nc2ccccc2)cc1	1	-1	9	15	3	1	2	-0.1	1.3
Cc1sc2ncnc(N[C@@H](Cc3c[nH]c4ccccc34)C(=O)O)c2c1C	-12	-2	2	6	4	-5	-6	-0.5	-0.3
CN(c1ccccc1)S(=O)(=O)c1cccc(NC(=O)CCNC(=O)c2ccccc2)c1	39	2	0	-12	.	1	-22	0.0	.
COc1ccc(/C(N)=N/OC(=O)c2cc(-c3ccccc3)nc3ccccc23)cc1	3	4	0	5	4	2	0	0.1	-0.7
COc1ccc(-c2sc3ccc(OC)cc3c2-c2ccc(OC)nc2)cc1	1	.	0	.	.	-2	.	-0.1	.
O=C(CSc1nnc(COc2ccccc2)n1Cc1ccco1)NCc1ccco1	4	-4	0	2	4	0	17	0.3	-0.4
CCCN(CC1CCCO1)C(=O)c1cc(COc2ccc(F)cc2F)on1 (stereo not drawn)	-6	-7	0	3	9	3	11	-0.1	-2.0

Following part:
canonical_smiles	VLA-4 inh	PME-1 inh	GRK2 inh	Bcl-xL primary	Fam108B inh	GLD-1 RNA inh	MCL1-BIM inh	Efflux pump mplx	MEX-5 binding
CCC(=O)c1ccc(OCC(=O)N2CCN(C(=O)c3ccccc3)CC2)cc1	38	1	0	-9	.	1	-7	0.0	.
Cc1ccc(NC2=C(C(=O)c3ccccc3)N(C)S(=O)(=O)c3ccccc32)cc1	6	-8	3	-2	-5	-2	-6	0.0	0.7
CC(C)c1cc(O)c(-c2ccccc2)c(=O)n1-c1ccc(Cl)cc1	-7	-4	1	2	-4	0	-5	0.3	1.2
COc1ccc(-c2ncn(CCC#N)c2[N+](=O)[O-])cc1	-88	1	1	-2	1	4	7	0.0	-2.7
COc1ccc2nc(NC(=O)C3CCN(C(=O)c4ccco4)CC3)sc2c1	0	0	1	5	6	12	8	-0.1	0.6
Cn1c(C(=O)NC2CCCCC2)cc2c(=O)n3ccccc3nc21	15	-3	1	2	0	1	1	0.3	0.5
O=C(CN1CCN(S(=O)(=O)c2ccc(Cl)cc2)CC1)NC1CCCC1	22	5	0	4	1	-6	7	1.0	-0.3
O=C(COC(=O)/C=C/c1cccc(Cl)c1)NC1CCCC1	-37	7	8	-6	.	5	-10	0.1	.
Cc1cc(N)n(-c2ccc([N+](=O)[O-])cc2)n1	-2	3	0	2	1	2	5	-0.1	2.9
COc1ccc(-c2nnc(SC(C(=O)c3c[nH]c4ccccc34)c3ccccc3)n2N)cc1OC (stereo not drawn)	-8	-10	1	-8	-6	-3	-7	-0.7	4.1
O=C(N/N=C/c1ccc(F)c(F)c1)c1cc2c(s1)-c1ccccc1CC2	26	4	0	7	-8	-2	6	-0.2	1.0
Cc1cc(NS(=O)(=O)c2ccc(NC(=O)Cc3ccc([N+](=O)[O-])cc3)cc2)no1	-2	4	1	-1	-6	3	-6	0.2	-0.1
CCn1nc(C)cc1C(=O)n1nc(C)c(Sc2ncccn2)c1C	-3	-2	1	4	-3	0	3	-0.2	.
C[C@H](CO)N1C[C@H](C)[C@@H](CN(C)Cc2ccc3c(c2)OCO3)Oc2ccc(NS(C)(=O)=O)cc2C1=O	-4	.	5	.	.	-6	.	-0.2	.
N#CCC(=O)N1CC2(CC(c3cccc(NC(=O)COc4ccc(Cl)cc4)c3)=NO2)C[C@@H]1C(N)=O (stereo partly drawn)	1	-3	4	5	-2	-3	0	-0.1	-1.0
CCOC(=O)N1CCN(c2c(Nc3cc(C)[nH]n3)c(=O)c2=O)CC1	-5	-2	1	-2	-1	6	1	0.0	-1.4
